From PubChem BioAssay
GPR35 arrestin U2OS: GPR35 antagonists blocking zaprinast-driven arrestin recruitment, primary screen, imaging, U2OS, beta-arrestin-GFP, zaprinast agonist (AID 2058); U2OS GPR35 beta-arrestin-GFP translocation imaging, zaprinast antagonism; higher % means a stronger effect; one-dose inhibition, % at 10 µM; IC50 in µM for titrated hits; 0.052% of 290,000 active;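 active means inhibition of at least 50% with at least 30 cells and total cytoplasm GFP at most 10,000,000; inconclusive means under 30 cells or total GFP of 10,000,000 plus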
T cell modulator: T cell immune modulators affecting CD8 T cell-vesicle binding | AID 2052 | 0.068% of 330,000 active | calls only at 7 µM | 2C CD8+ T cell-vesicle binding, flow cytometry; stronger effect = lower value;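 active means response, share of CD8 T cells binding vesicles, and their 90th percentile fluorescence all below set limits, cut at about 80% in these data, passing the limit was not always enough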
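Material: 2C TCR transgenic mouse naive CD8+ T cells, MACS-purified. Also added: QL9-charged Drosophila Ld/ICAM-1/B7-1 vesicles. Timing: binding 1.5 h at 37 °C. Measured by: high-throughput flow cytometry with anti-B7-1 and anti-CD8 staining. Read-out: percent CD8+ FL2 mean versus row control. Controls: Unloaded micro-vesicles (low), QL9 vesicles with 0.7% DMSO (high).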
GPR55 antagonists: inhibition of LPI-stimulated GPR55 beta-arrestin translocation – imaging, U2OS, beta-arrestin-GFP, LPI agonist, primary screen (AID 2013). U2OS GPR55 beta-arrestin-GFP translocation imaging, LPI antagonism; higher % means a stronger effect. 0.13% of 290,000 active. inhibition, % at 10 µM, or IC50 in µM where a hit was titrated;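 active means spots per cell inhibited over 60%, with over 100 cells counted and total cytoplasm intensity under 500,000; inconclusive means wells with under 100 cells, flagged as likely toxic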;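 further: U2OS cells stably carrying GPR55 and arrestin-GFP stimulated by 5 µM LPI near EC80; imaged beta-arrestin-GFP aggregate spots per cell after agonist stimulation; plate controls were LPI-stimulated DMSO wells for no effect and DMSO wells without LPI for full effect; some results filed as inactive read as strong as hits; confirmed hits need IC50 under 10 µM and bright autofluorescent wells are also inconclusive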
NTR1 ag: NTR1-driven beta-arrestin-GFP spot formation – imaging, U2OS cells, high content, primary screen (AID 493036) | 0.17% of 330,000 active | agonist mode | activation, % at 20 µM;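 active means activation at or above 40% of the spot to cytoplasm intensity ratio, with at least 20 cells analyzed; inconclusive means wells under 20 cells, flagged as cytotoxic or low count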;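 further: 0% = DMSO without peptide and 100% = 100 nM NTR1 peptide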
Target sequence (P30989 whole entry, looked up): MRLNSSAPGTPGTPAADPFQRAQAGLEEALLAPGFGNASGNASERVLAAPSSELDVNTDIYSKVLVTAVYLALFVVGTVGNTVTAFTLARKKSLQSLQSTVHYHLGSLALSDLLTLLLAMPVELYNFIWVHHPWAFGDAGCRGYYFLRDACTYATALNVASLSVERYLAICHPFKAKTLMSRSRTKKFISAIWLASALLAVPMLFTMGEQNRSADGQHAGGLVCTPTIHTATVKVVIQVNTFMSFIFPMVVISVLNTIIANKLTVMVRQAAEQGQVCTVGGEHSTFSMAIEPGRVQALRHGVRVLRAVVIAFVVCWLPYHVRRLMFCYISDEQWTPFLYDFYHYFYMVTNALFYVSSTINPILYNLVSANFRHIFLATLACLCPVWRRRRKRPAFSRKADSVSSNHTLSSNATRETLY
MgcRacGAP inhibition: MgcRacGAP GTPase-activating activity inhibitors, confirmation, biochemical, ADP Hunter fluorescence; MgcRacGAP-stimulated Rac1 GTP hydrolysis, ADP Hunter fluorescence; higher % means a stronger effect; GST-tagged Rac1 F28L mutant substrate; inhibition, % at 30 µM, or IC50 in µM where a hit was titrated; 0.6% of 340,000 active;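 active means first-screen hits whose inhibition reached a set limit at any dose in the follow-up dose series; inconclusive means inhibition above the set first-screen limit but never retested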;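 further: fluorescence reports GDP produced by GAP-driven GTP hydrolysis; strong numbers were not always called active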
LYP phosphatase: PTPN22 lymphoid phosphatase activity blockers – biochemical, fluorescence intensity, uHTS (AID 1779); recombinant LYP phosphatase, fluorescence intensity; higher % means a stronger effect; one-dose inhibition, % at 11.5 µM; IC50 in µM for titrated hits; 0.054% of 290,000 active; in the data active means inhibition above about 50%;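 further: plate controls were vehicle with enzyme for no effect and no enzyme for full effect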
GPR55 beta-arrestin: GPR55 agonists via beta-arrestin recruitment, primary screen, imaging, U2OS cells, beta-arrestin-GFP redistribution (AID 1961). U2OS GPR55 beta-arrestin-GFP redistribution imaging; higher % means a stronger effect. one-dose activation, % at 10 µM; EC50 in µM for titrated hits. 0.048% of 290,000 active;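 active means activation above 40% with more than 50 cells counted in the well; inconclusive means wells holding fewer than 50 cells, flagged as toxic or sparse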;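 further: U2OS osteosarcoma cells stably expressing GPR55 and beta-arrestin-GFP; plate controls were DMSO negative control for no effect and LPI positive control for full effect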
Hep lipid drop: modulators of hepatic lipid droplet formation. 0.4% of 240,000 active. AML12 mouse hepatocytes, oleate lipid droplets, BODIPY imaging. inhibition, % at 6.5 µM;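 active means lipid droplet intensity inhibited by at least 50%, with more than 500 cells counted; inconclusive means wells with under 300 cells, treated as cytotoxic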
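Material: mouse AML12 hepatocyte cell line, fixed after treatment; Timing: compound with oleate, overnight; Technique: high-content imaging of BODIPY-stained droplets and DAPI nuclei; Probe or stimulus: oleate, 100 µM final; Dosing: compound at 6.5 µM only.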
Large T inhibition: SV40 large T antigen inhibitors, biochemical (AID 1903) | 0.39% of 310,000 active | SV40 large T antigen ATPase/helicase inhibition assay; higher % means a stronger effect | inhibition, % at 20 µM, or IC50 in µM where a hit was titrated; in the data active means a potency from the dose series; inconclusive means inhibition mostly from about 32% at the one dose, without a potency; inactive means the rest, 99 in 100 with inhibition below about 32%; further: strong numbers were not always called active
Hep lipid drop cells 6.5 µM: also measured in Hep lipid drop; calls as there; cell count; measured here: cell count, cytotoxicity flag;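 cells counted across two imaged fields per well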
T cell modulator vesicle-bound %: second read-out of T cell modulator, no call of its own (marks repeat the call); double positive events, %; measured here: CD8+ vesicle-bound cell fraction;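 binding gate set so that unloaded-vesicle control wells show 10% double positive cells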
NTR1 ag cell count 20 µM: further read-out of NTR1 ag, marked with its call; cell count; measured here: cell count, cytotoxicity flag
* hit, by the source's call; i = inactive; u = inconclusive; x = not tested or not shown.

smiles	GPR35 arrestin U2OS	T cell modulator	T cell modulator vesicle-bound %	GPR55 antagonists	NTR1 ag	NTR1 ag cell count 20 µM	MgcRacGAP inhibition	LYP phosphatase	GPR55 beta-arrestin	Hep lipid drop	Hep lipid drop cells 6.5 µM	Large T inhibition
COc1ccc(C(=O)CN2C(=O)c3ccccc3C2=O)cc1	-12%	i	18	6%	0.8	61	x	-7%	-0.1%	-6	705	9%
COc1ccc(-c2n[nH]c(=S)n2/N=C/c2cccn2C)cc1	13%	i	20	-10%	3.0	46	22%	2%	0.4%	15	755	25%
COCCNC(=O)COc1ncnc2ccc(Br)cc12	-17%	i	18	2%	0.4	57	1%	-3%	-0.1%	7	780	2%
O=C(Nc1ccccc1)C1CCCN1S(=O)(=O)c1cccs1 (stereo not given)	x	i	41	x	0.6	69	-2%	x	x	x	x	10%
Oc1cccc(-n2nnnc2SCc2ccccc2F)c1	8%	i	44	16%	-0.2	68	2%	-3%	-0.1%	15	849	11%
COc1cccc(CN2CCCC(C(=O)c3ccc4c(c3)OCO4)C2)c1OC (stereo not given)	4%	i	44	17%	-0.5	72	10%	-7%	-0.1%	-38	697	5%
Cn1c(=O)c2c(nc(NCCOc3ccc(F)cc3)n2C)n(C)c1=O	10%	i	49	19%	2.4	51	-5%	-5%	7.2%	-4	547	3%
Cc1nc(NC(=O)c2ccccc2)sc1-c1csc(Nc2ccc(C(=O)O)cc2)n1	-14%	x	x	7%	x	x	13%	0%	-0.1%	0	657	x
COc1ccc(CNC(=O)CN(c2cccc([N+](=O)[O-])c2)S(C)(=O)=O)cc1	-7%	i	24	-6%	-0.6	34	3%	-9%	-0.1%	-5	688	6%
COc1cccc(N2C(N)=NC(N)=NC2(C)C)c1	0%	i	29	-8%	-1.2	35	6%	-9%	-0.1%	x	x	14%
COc1cccc(CNC(=O)CSc2nnc3c(n2)[nH]c2ccc(OC)cc23)c1	0%	i	42	-5%	0.4	56	5%	-6%	0.3%	19	810	-4%
O=C(Cn1c(NCCCO)nc2ccccc21)c1ccco1	4%	i	35	-7%	0.1	41	-1%	-8%	-0.3%	x	x	5%
Cc1ccc(-n2ncc3c2CC(C)(C)CC3NC(=O)CCc2ccc(=O)[nH]n2)cc1 (stereo not given)	-9%	i	15	0%	-1.0	79	2%	-14%	-0.1%	15	766	16%
CCCNC(=O)N1CCCC(C(N)=O)C1 (stereo not given)	-17%	i	30	9%	-0.9	60	-2%	-2%	1.1%	22	696	6%
O=C(O)CNC(=O)c1ccccc1Br	2%	i	37	16%	-0.3	35	6%	-10%	-0.4%	9	627	2%
COCCn1c(-c2ccc(F)cc2)nc2cccnc21	-9%	i	60	-7%	-0.2	101	6%	-5%	-0.3%	1	837	8%
CC1=C(C(=O)Nc2cc(-c3cccc(F)c3)[nH]n2)C2(CCCCC2)OC1=O	-22%	i	37	2%	15	55	0%	4%	-0.2%	8	594	1%
O=C(CC(=O)c1ccccc1)Nc1ccc(Cl)cc1	-12%	i	50	6%	0.3	101	11%	-5%	0.0%	-13	858	-1%
O=C(CCC1CCCN(Cc2cccc(Cl)c2)C1)NCc1ccccc1F (stereo not given)	-3%	i	29	-10%	0.1	57	9%	-6%	0.0%	1	686	10%
O=c1[nH]c2ccc(NC(=S)Nc3ccc(Cl)cc3)cc2[nH]1	6%	i	34	16%	0.5	54	24%	-8%	-0.1%	9	757	6%
CN(C)c1oc(/C=C/c2ccccc2)nc1C#N	0%	i	38	7%	-1.6	40	13%	-66%	-0.1%	-6	670	18%
FC(F)(F)c1ccccc1C1C2=C(Nc3ncnn31)c1ccccc1CCC2 (stereo not given)	15%	x	x	13%	x	x	x	-2%	-0.1%	-1	728	2%
C/C=C(\C)C(=O)NCCN1C2=NC[C@H](Cc3ccc(O)cc3)N2C[C@@H]1Cc1ccc(OC)cc1	-16%	x	x	-8%	0.2	54	0%	-10%	-0.2%	0	670	1%
Cn1cc(/C=C(\C#N)C(=O)Nc2cccc([N+](=O)[O-])c2)c2ccccc21	-2%	i	5	4%	17	45	8%	-4%	-0.4%	-3	781	-8%
CCn1c(COC(=O)CNC(=O)c2cc(OC)c(OC)c(OC)c2)nc2cc(S(=O)(=O)N(C)C)ccc21	x	i	46	x	1.1	64	9%	x	x	x	x	4%
Nc1cc(=O)[nH]c(SCC(=O)NNC(=O)c2ccccc2)n1	x	i	39	x	0.1	60	5%	x	x	x	x	5%
COc1ccc(N2CC(C(=O)NCc3ccccc3)CC2=O)cc1 (stereo not given)	7%	i	59	6%	-1.3	54	12%	-12%	-0.2%	x	x	1%
CCC(=O)NCCc1nc2cc(NC(=O)c3ccccc3Cl)ccc2n1C	-3%	i	28	-1%	-2.0	88	7%	-2%	-0.2%	7	837	4%
Cc1cccc(C)c1N1C(=O)CC(N2CCSCC2)C1=O (stereo not given)	18%	i	54	-7%	-0.5	66	9%	-8%	-0.2%	12	683	3%
COc1ccccc1N1CCN(C(=O)c2ccc(CSc3ccccc3)cc2)CC1	17%	i	45	1%	7.8	51	7%	3%	-0.1%	-16	647	9%
COc1ccc(-n2c(C)cc(C)c(C(C)=O)c2=S)cc1	10%	i	17	12%	-0.1	46	6%	0%	0.1%	x	x	7%
CCOC(=O)N1CCN(C(=O)CCCn2nc(C)c3sc4ccccc4c3c2=O)CC1	8%	i	7	6%	1.5	40	-2%	-1%	-0.2%	x	x	1%
CC(=O)N(CCCN(C)C)CCC(C)CCC=C(C)C (stereo not given)	1%	i	22	7%	1.0	49	3%	-2%	-0.1%	0	748	-1%
Cc1cc2oc(C(=O)Nc3cccnc3)c(C)c2cc1C	-5%	i	45	-13%	0.0	84	0%	-4%	0.8%	x	x	3%
Cc1ccccc1NC(=S)NCc1ccc2[nH]c3c(c2c1)CCCC3	-6%	i	36	10%	0.0	51	8%	-2%	-0.3%	-20	747	12%
CC(Sc1nc(-c2ccccc2)cc(C(F)(F)F)n1)C(=O)Nc1ccc2c(c1)OCO2 (stereo not given)	-8%	i	33	2%	3.2	57	1%	3%	-0.1%	9	714	4%
O=C(N/N=C/c1ccncc1)c1ccccn1	-10%	i	25	-4%	0.2	90	8%	-6%	-0.2%	-3	833	4%
Cc1cc(-c2nnc(SCC(=O)Nc3ccc(Cl)cn3)n2N)n[nH]1	9%	i	26	2%	0.5	59	8%	1%	-0.1%	5	665	3%
Cc1[nH]n(C)c(=O)c1C(=O)c1c(-c2c(Cl)cccc2Cl)noc1C	17%	i	11	10%	4.7	51	4%	-10%	1.4%	-28	662	19%
Nn1c(SCC(=O)NC2CCS(=O)(=O)C2)nnc1-c1cccs1 (stereo not given)	5%	i	28	-7%	-0.8	71	5%	-6%	-0.1%	-5	636	8%
CCn1nnc(NC(=O)CSc2ccc(Cl)cc2)n1	7%	i	49	-10%	-1.9	43	15%	-1%	0.3%	x	x	8%
CC(C)CNC(=O)COC(=O)CCC(=O)c1cccs1	10%	i	57	-1%	-0.6	79	6%	2%	0.2%	0	606	22%
O=C(Nc1ccccc1)c1ccccc1OCc1ccc(S(=O)(=O)N2CCOCC2)cc1	-7%	i	28	-5%	-0.6	28	4%	-10%	0.1%	-10	621	8%
COc1ccc(CCC(=O)NCc2ccc3c(c2)OCO3)cc1	0%	i	25	7%	-0.9	39	5%	-6%	0.4%	-9	822	4%
COc1ccccc1NS(=O)(=O)c1cc(NC(=O)CNC(=O)c2cc(C)cc(C)c2)ccc1C	2%	i	38	9%	5.7	70	6%	-5%	0.6%	10	627	29%
COc1ccc(C)cc1NC(=O)Nc1ccc(C(=O)N2CCCC2)cc1	5%	i	30	12%	0.1	51	7%	-3%	0.2%	70*	848*	26%
COc1ccc(Cc2nnc(NC(=O)c3ccc(C)cc3)s2)cc1OC	0%	i	57	-5%	-0.9	62	11%	-4%	0.2%	13	864	25%
O=C(CCS(=O)(=O)Cc1ccccc1)Nc1nc2c(s1)CCCC2	2%	i	5	10%	-0.8	51	1%	-11%	0.2%	20	729	x
O=C(CSc1ncn[nH]1)Nc1ccc(OCc2ccccc2)cc1	-12%	i	22	4%	1.0	31	-16%	-8%	-0.2%	1	648	-19%
CC1CCc2cc(F)ccc2N1C(=O)c1cc2nc(-c3ccco3)cc(C(F)(F)F)n2n1 (stereo not given)	4%	i	27	6%	8.2	40	6%	12%	0.2%	4	657	0%
COc1cccc(S(=O)(=O)NCC(=O)Nc2ccc(C(C)(C)C)cc2)c1	-1%	i	45	-8%	8.9	61	9%	4%	-0.1%	-40	608	6%
COc1cc(NC(=O)c2ccccc2)c(OC)cc1NC(=O)Cc1cccs1	13%	i	56	6%	2.7	47	x	6%	0.2%	-5	747	11%
Cn1c2c(c(=O)n(C)c1=O)C(c1ccc(Cl)cc1)C(C#N)=C(N)O2 (stereo not given)	-12%	i	49	-6%	1.8	65	11%	-4%	-0.2%	u	x	8%
COC(CNS(=O)(=O)c1ccc(S(=O)(=O)NC2CC2)cc1)OC	-5%	i	56	-1%	-1.1	67	-4%	-6%	0.7%	19	785	18%
Cc1cc(C)nc(SCC(=O)Nc2ccc(S(=O)(=O)NCCO)cc2)n1	3%	i	35	-9%	-1.4	54	9%	-10%	-0.1%	8	787	16%
